Compound activity from PubChem BioAssay.
IkB sig inh: IkB pathway inhibition in ABC-DLBCL cells; ABC-DLBCL IkBa-CBG/CBR dual luciferase ratio, 4 h; response scale: scaled: untreated 0%, proteasome inhibitor 100%; Potency, µM (series often up to 57.1 µM), without a hit: at the top dose IkBa stabilization activation; hit rate 0.04% among 110,000; AID 445; active = well fitted curve in the direction sought with a large enough effect in the signal ratio, not every such curve was filed as active; inconclusive = small, poorly fitted or top-dose-only effect, or a change in a side signal; the % refers to the signal ratio;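 also: the direction sought is a rising ratio; 0% = basal untreated cells and 100% = reference inhibitor full response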
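Luminescence ratio of IκBα-fused green versus native red beetle luciferase in OCI-Ly3 cells, 4 h post-doxycycline with compound; red signal alone, scaled from basal (0%) to zero light (-100%), flagged nonspecific or cytotoxic effects.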
p53ts 32C kill: cytotoxicity in p53ts cells at permissive temperature; H1299-p53A138V at 32C, ATP luminescence viability, 24 h; Potency, µM (doses to about 46.1 µM), without a hit: at the highest dose activity change, negative = cytotoxicity, hits mostly cytotoxic; AID 924; hit rate 0.93% among 130,000;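 also: 0% = DMSO and -100% = full killing by reference compound; nearly all actives have a fitted effect of over 55% in size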
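Cells: H1299 p53ts (A138V), 600/well, pre-incubated 16–30 h at 37C. Cpd up to 46 uM, 24 h, 32C. Readout: ATPlite luminescence, 20 min RT. Normalization: DMSO vs tamoxifen 100 uM. AC50 by Hill equation.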
Peg3 imprint: induces erasure of genomic imprints in mouse ES cells | hit rate 0.02% among 110,000 | Potency, µM (doses to about 60.7 µM), for the others: top-dose activity change, positive = activation, most hits filed as activators | mouse ES Peg3-LacZ reporter, beta-gal luminescence, 40 h;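 also: 0% = negative control wells on the plate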
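Gelatin-coated wells received 300 freshly trypsinized female ES cells with a Peg3LacZ-Neo reporter on the maternal allele, then incubated 40 hours at 37C. BetaGlo was added for 5 minutes at room temperature before a single luminescence read.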
p53ts 39C tox: p53ts cell cytotoxicity, nonpermissive temperature | H1299-p53A138V viability at 39C, ATP luminescence, 24 h | Potency, µM (series often up to 46.1 µM), for inactives: at the highest dose activity change, negative = cell killing, hits mostly cytotoxic | hit rate 1.5% among 130,000; also: nearly all actives have a fitted effect of over 55% in size
Active calls of the source: *; u = inconclusive; x = not tested or not shown; & = joins results of further samples; [ ] = dose if it differs, or a comment. Unless noted, calls follow the shape of the dose curve; as a rule, active = well fitted curve in the direction sought with a large enough effect; inconclusive = small, poorly fitted or top-dose-only effect, or another doubt; inactive = no such curve, though single readings can be large; an effect the other way counts as inactive or inconclusive. Unless noted, % is scaled to controls: 0 for no effect and ±100 for the full control effect; potency is read from the fitted curve at half-maximal effect. Compounds were not picked by outcome (roughly 1.8% active in at least one column).

nr	Compound	IkB sig inh	p53ts 32C kill
1	COCCCNC(=O)c1cnn(-c2ccccc2Cl)c1C1CCN(C(=O)OC(C)(C)C)CC1	u	7%
2	COc1ccccc1CNC(=O)c1ccc(N2CCCC2)c(NC(=O)NCc2ccc(C)cc2)c1	1.3%	-1%
3	CCc1cc2c(cc3c(=O)n(CC(=O)NC4CCCCC4)ncn32)s1	1.0%	4%
4	Cc1cc(C)cc(NC(=O)C2CCN(c3nc(C)cc(C)n3)CC2)c1	1.3%	-16%
5	CCOC(=O)c1ccccc1NC(=S)N1CC(C)CC(C)C1 (stereo not drawn)	x	-12%
6	Cc1cccc(-c2ccc(C=Nc3c(C)n(C)n(-c4ccccc4)c3=O)o2)c1	1.1%	-1%
7	Cc1ccc2nc(-c3cccc(NC(=O)c4ccc5c(c4)OCCO5)c3)oc2c1	u	u
8	Cc1ccc(C2NC(=O)NC(O)(C(F)(F)F)C2C(=O)c2ccccc2)o1 (stereo not drawn)	-0.8%	2%
9	COC(=O)c1c(NC(=O)CCCC(=O)O)sc(C)c1C	4.2%	-2%
10	O=C(O)CC1C(=O)NCCN1C/C=C/c1ccccc1 (stereo not drawn)	-1.2%	12%
11	CCCCN1CC(O)=C(c2nc3ccccc3s2)C1=N	0.3%	7%
12	CC(=O)c1ccc(N2C(=O)C3C(C2=O)C(C(=O)c2ccc(Cl)cc2)N2CCCC32)cc1 (stereo not drawn)	6.6%	7%
13	CC(C)(C)c1ccc(S(=O)(=O)n2c(CN3CCOCC3)nc3ccccc32)cc1	3.9%	0%
14	Cc1ccc(NC(=O)c2c(C)nc3sc(C(=O)Nc4ccc(F)cc4)c(N)c3c2-c2ccccc2Cl)c(C)c1	u	-11%
15	COc1ccc(N2C(=O)CC(N3CCN(C4CCc5ccccc5C4)CC3)C2=O)cc1 (stereo not drawn)	-1.1%	2%

nr	Peg3 imprint	p53ts 39C tox
1	13%[10.9 µM]	-10%
2	-8%[10.9 µM]	28%
3	-10%[10.9 µM]	0%
4	-1%	-6%
5	x	-3%
6	-12%	-2%
7	-14%	u
8	-8%	3%
9	-2%	2%
10	-9%	-3%
11	x	-11%
12	-29%	-6%
13	-9%	0%
14	-10%[10.9 µM]	4%
15	-7%	9%

(next part)
nr	Compound	IkB sig inh	p53ts 32C kill
16	COc1cc2c(cc1OC)[C@@H]1C(=O)c3ccc4c(c3O[C@@H]1CO2)C=CC(C)(C)O4	u	1%
17	CCC1CCCCN1C(=O)c1nn(-c2ccc(OC)cc2)c(=O)c2c1c1ccccc1n2C (stereo not drawn)	-1.4%	14%
18	COc1ccc(-c2nc(CCNC(=O)c3c(F)cccc3Cl)cs2)cc1	u	-6%
19	COc1cccc(C(c2sc3nc(C)nn3c2O)N2CCN(c3ccccc3F)CC2)c1 (stereo not drawn)	-1.5%	-3%
20	CN1CCN(c2ncnc3ccc(-c4ccc(C(=O)N(C)C)cc4)cc23)CC1	-0.4%[11.4 µM]	12%
21	O=C(CCSc1ccccc1)Nc1ncccn1	0.8%	5%
22	N#Cc1c(NC(=O)CCC(=O)O)ccc2ccccc12	1.0%[11.4 µM]	5%[9.22 µM]
23	COCCn1c(=O)c(-c2cn(C)c3ccccc23)nc2cnc(Oc3cccc(Cl)c3)nc21	-0.2%[11.4 µM]	5%
24	COC(=O)c1ccccc1NC(=O)C1CC(c2ccccc2O)=NO1 (stereo not drawn)	3.0%	-4%
25	Cc1cccc(C)c1OCc1cc(=O)n2c(-c3ccccc3)csc2n1	u	-11%
26	O=C(O)CCc1ccc(-c2ccc(Br)cc2)n1-c1ccccc1O	u	0%
27	Cc1ccc2nc(N(Cc3cccnc3)C(=O)COc3ccccc3)sc2c1	1.0%	-11%
28	CC1(C)CC(=O)N(CC(=O)NC2CCCC2)c2ccccc2S1(=O)=O	-1.2%	-5%
29	Clc1ccccc1CSc1nncn2c1cc1occc12	-1.8%	-8%
30	CCC(C(=O)NCCc1ccccc1)n1nc(C)n2c(cc3sccc32)c1=O (stereo not drawn)	0.9%	6%

nr	Peg3 imprint	p53ts 39C tox
16	-20%	u
17	-6%[10.9 µM]	2%
18	u	-26%
19	10%	-1%
20	-5%	9%
21	7%	13%
22	-14%[10.9 µM]	0%[9.22 µM]
23	u	-4%
24	-11%	8%
25	-16%[10.9 µM]	-15%
26	15%[10.9 µM]	8%
27	-9%[10.9 µM]	-22%
28	1%	-1%
29	-13%[10.9 µM]	-27%
30	-4%[10.9 µM]	-17%

(next part)
nr	Compound	IkB sig inh	p53ts 32C kill
31	CCc1cccc2c(-c3ccccc3)nc(SCC(=O)Nc3ccccc3)nc12	0.9%	1%
32	COc1ccc(NC(=O)N2CCC3(CC2)CCN(C(=O)c2csnn2)CC3)cc1	0.0%[11.4 µM]	-1%
33	COc1ccc(CNC(=O)c2ccc3c(c2)CCN3S(=O)(=O)c2ccccc2)cc1	u	2%
34	C=CCN1C(=O)CN=C1Nc1ccc(OC)cc1OC	1.8%	7%
35	CC(C)c1ccc(S(=O)(=O)c2cc3cc(Br)ccc3oc2=O)cc1	x	28%
36	CCCCC(=O)Nc1cc(-c2nc3ccccc3o2)ccc1OC	u	-3%
37	CCOC(=O)c1c(C)[nH]c(CCC(=O)NCc2ccc(CC)cc2)c1C	0.2%	0%
38	Cc1nc2c(=O)oc3ccccc3c2n1-c1ccccc1	x	2%
39	CCC(Sc1ncccc1C(=O)Oc1ccccc1Cl)C(=O)Nc1ccccc1OC (stereo not drawn)	0.1%	8%
40	Cc1ccc(C)c(N2CCN(C(=O)Cn3ncc4ccsc4c3=O)CC2)c1	4.5%	14%
41	c1ccc(-c2nc(N3CCOCC3)c3ccccc3n2)nc1	3.1%	-3%
42	CCOc1ccc(C(=O)c2cn(Cc3ccccc3OC)c3ccc(F)cc3c2=O)cc1	u	11%
43	O=C(c1ccc2c(c1)CCN2S(=O)(=O)c1ccccc1)N1CCN(c2cccc(Cl)c2)CC1	u	8%
44	COc1ccccc1-c1nc(NCc2cccnc2)c2ccccc2n1	-3.0%[11.4 µM]	-3%
45	Cc1ccc(S(=O)(=O)NCCNC(=O)N2CCOCC2)cc1	-1.0%	9%

nr	Peg3 imprint	p53ts 39C tox
31	-9%[10.9 µM]	23%
32	x	8%
33	-16%[10.9 µM]	-18%
34	-9%	6%
35	x	27%
36	11%[10.9 µM]	-18%
37	13%[10.9 µM]	-3%
38	x	-4%
39	-10%[10.9 µM]	8%
40	12%[10.9 µM]	-5%
41	-25%	-3%
42	-12%[10.9 µM]	-11%
43	9%[10.9 µM]	u
44	-2%	-12%
45	6%	-3%

The listing continues.
nr	Compound	IkB sig inh	p53ts 32C kill
46	CCN(CCCNC(=O)c1[nH]c(C)c(C(C)=O)c1C)c1cccc(C)c1	4.5%	-26%
47	Cc1ccc(NC(=O)Cn2cc(C(=O)C3CC3)c3ccccc32)cc1	-0.7%	2%
48	O=C(NCc1ccc(F)cc1)c1ccc2nc(N3CCCCC3)sc2c1	-0.8%	0%
49	CCCn1c(C)nc2c(NCc3ccccc3)nc(C)nc21	x	-1%
50	O=C(O)c1cccc(S(=O)(=O)N2CCOCC2)c1	-0.4%	-6%
51	CCOC(=O)c1cnc2nc[nH]n2c1=O	-0.7%	0%
52	C=CCNCc1cccn1-c1sc2c(c1C#N)CCCC2	3.9%	-7%
53	CCC(Oc1ccccc1)C(=O)Nc1nnc(S(=O)(=O)N(CC)CC)s1 (stereo not drawn)	u	-10%
54	Cc1ccc2c(c1)-c1c(cnn1CC(=O)N1CCCN(Cc3ccccc3F)C1)CO2	u	8%
55	O=C(CSc1nnc(-c2ccco2)o1)N1CCOCC1	2.0%	-7%
56	O=C1CCCc2c1[nH]c1ccc(Cl)cc21	x	1%
57	O=C1Nc2ccc(I)cc2/C1=C/c1cc(Br)c(O)c(Br)c1	u	104%[activator]
58	CC(C)(C)C(=O)C(Oc1cccc2nonc12)n1cncn1 (stereo not drawn)	4.1%	-5%
59	COc1ccc(OCC(=O)N2CCN(C(=O)Cc3ccccc3)CC2)cc1	0.1%	3%
60	Cc1nc(SCc2nnc(-c3ccc(Cl)cc3)o2)c2c3c(sc2n1)CCC3	1.3%	4%

nr	Peg3 imprint	p53ts 39C tox
46	-8%	-27%
47	17%[10.9 µM]	9%
48	-7%[10.9 µM]	-19%
49	-12%	0%
50	-5%	0%
51	-8%	4%
52	-17%	-5%
53	-15%[10.9 µM]	u
54	-18%	-6%
55	x	8%
56	x	6%
57	-13%&-16%	80%[activator]
58	-8%	9%
59	-7%	-3%
60	-2%	15%

Molecules listed so far containing two or more sulfur atoms:
nr	Compound	IkB sig inh	p53ts 32C kill
53	CCC(Oc1ccccc1)C(=O)Nc1nnc(S(=O)(=O)N(CC)CC)s1 (stereo not drawn)	u	-10%
60	Cc1nc(SCc2nnc(-c3ccc(Cl)cc3)o2)c2c3c(sc2n1)CCC3	1.3%	4%

nr	Peg3 imprint	p53ts 39C tox
53	-15%[10.9 µM]	u
60	-2%	15%

Next section
nr	Compound	IkB sig inh	p53ts 32C kill
61	O=C1c2ccccc2S(=O)(=O)N1CCOc1ccccc1	-1.0%	-20%
62	Cc1cc(C)cc(Oc2coc3cc(OCC(=O)NC4CCCCC4)ccc3c2=O)c1	2.8%	4%
63	CC1CCN(S(=O)(=O)c2cccc(C(=O)NCc3cccs3)c2)CC1	1.2%	4%
64	Cc1cc(C)cc(NC(=O)N2CCC(NC(=O)c3ccc(F)cc3)CC2)c1	0.5%	7%
65	COC(=O)c1ccc(CSc2c(C(C)C)cnc3c2c(=O)n(C)c(=O)n3C)cc1	u	10%
66	CCOc1ccc(C2C(C(N)=O)=C(C)Nc3nc(SCc4ccccc4)nn32)cc1 (stereo not drawn)	1.9%	-5%
67	CC(C)n1c(N2CCN(C(=O)c3cccs3)CC2)nc2ccccc21	-2.1%	-3%
68	CC(=O)NC(CCS(C)(=O)=O)C(=O)Nc1cc(C)on1 (stereo not drawn)	1.4%	-3%
69	COc1ccc(NC(=O)CSC2=Nc3ccccc3C3=NC(CC(=O)NCc4ccc5c(c4)OCO5)C(=O)N23)cc1 (stereo not drawn)	1.1%	-1%
70	CCN(CC)CCCNC(=O)CSc1c2c(nc3cc(Cl)ccc13)CCCC2	u	u
71	FC(F)(F)c1ccc(N2CCN(c3ncnc4c3nnn4Cc3ccccc3)CC2)nc1	-1.4%	-5%
72	COC(=O)C1=C(C)N(C)C(=O)NC1c1ccccc1 (stereo not drawn)	-0.1%	16%
73	CCn1c(CNC(=O)COc2c(C)cccc2C)nnc1SCC(=O)Nc1nccs1	1.7%	9%
74	COc1cccc2c1OC1(C)CC2NC(=O)N1c1cccc(C(=O)Nc2ccc3c(c2)OCCO3)c1 (stereo not drawn)	u	-7%
75	CCCCNc1ncnc2c1cnn2-c1ccccc1	u	u
76	COc1cc(OC)cc(-c2cc3nc(C)c(CCC(=O)Nc4ccc(F)c(Cl)c4)c(C)n3n2)c1	u	-7%

nr	Peg3 imprint	p53ts 39C tox
61	-12%	-9%
62	24%[10.9 µM]	24%
63	-6%	3%
64	1%	4%
65	-2%[10.9 µM]	-5%
66	0%[10.9 µM]	20%
67	-9%	4%
68	5%	2%
69	-7%[10.9 µM]	-2%
70	-12%[10.9 µM]	u
71	7%	-2%
72	x	-2%
73	-15%	6%
74	-9%	-10%
75	-16%	u
76	-5%[10.9 µM]	1%
